Screening results: PubChem BioAssay, National Center for Advancing Translational Sciences (NCATS)
GRP78 ERSR act: ER stress response induction in glioma. U87-MG GRP78 promoter luciferase reporter, 16 h. Potency, µM, without a hit: at the top dose activation, actives largely listed as activators. actives 0.02% (n = 420,000); note: potency is the fitted concentration of half-maximal effect; series mostly up to about 76 µM; % of control where 0% means no effect; nearly all actives have a fitted effect of over 35% in size
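Stably transfected U87-MG human glioma cells carrying a GRP78-based luminescent sensor were seeded at 1000 cells/well, pin-dosed with compounds and incubated 16 h. Luciferase reagent was then added, and end-point luminescence was read after 10 min at room temperature.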
RXFP1 ag: agonists of human relaxin receptor RXFP1; HEK293T-RXFP1 cAMP TR-FRET, 30 min; response scale: percent of porcine relaxin response, buffer zero; Potency, µM (top dose mostly 57.5 µM), for the others: at the top dose activation, hits mostly activators; actives 0.3% (n = 370,000); note: potency is the fitted concentration of half-maximal effect; % is set by controls: 0 for no effect and ±100 for the full control effect; nearly all actives have a fitted effect of over 60% in size; many of its hits are not listed in these tables
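HEK293 cells stably expressing RXFP1, treated 30 min at 37C with compounds plus PDE4 inhibitor Ro 20174; cAMP measured by HTRF TR-FRET. Normalized to buffer and 29 nM porcine relaxin; EC50 by Hill fit.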
PI4K2A inh: inhibitors of human PI4K2A; purified PI4K2A, ADP-Glo luminescence, 1 h; stronger effect = lower value; Q9BTU6; AID 1346378; activity change, negative = inhibition, % at 76.9 µM; actives 0.13% (n = 420,000); in the data active = activity change below about -50%; inconclusive = mostly about -30% to -49%;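 note: -100% = wells without enzyme as full effect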
Target sequence (Q9BTU6 whole entry, looked up): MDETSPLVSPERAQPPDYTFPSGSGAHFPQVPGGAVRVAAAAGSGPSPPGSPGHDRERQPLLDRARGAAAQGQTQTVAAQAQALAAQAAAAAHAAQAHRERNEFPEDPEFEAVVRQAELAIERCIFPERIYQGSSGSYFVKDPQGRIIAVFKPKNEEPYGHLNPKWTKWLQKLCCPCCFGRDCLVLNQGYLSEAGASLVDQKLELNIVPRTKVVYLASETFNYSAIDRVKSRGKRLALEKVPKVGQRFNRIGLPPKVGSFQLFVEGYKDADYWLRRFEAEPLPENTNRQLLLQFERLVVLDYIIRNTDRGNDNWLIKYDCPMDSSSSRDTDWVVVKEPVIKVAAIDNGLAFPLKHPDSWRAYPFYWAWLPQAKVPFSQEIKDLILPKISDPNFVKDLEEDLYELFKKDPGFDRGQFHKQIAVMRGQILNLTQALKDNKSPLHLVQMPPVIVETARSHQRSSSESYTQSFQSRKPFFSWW
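Compounds are screened against recombinant PI4K2A using PI as substrate and ATP, the latter dispensed at 300 microM. Reactions run one hour at ambient temperature before ADP-Glo detection; full inhibition defined by wells lacking enzyme.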
Vif-APOBEC3F blk: Vif-A3F binding inhibition. HeLa A3F-eYFP + Vif (tagged APOBEC3F with the HIV-1 protein that degrades it), YFP fluorescence increase. Potency, µM (top dose mostly 46.1 µM), without a hit: at the highest dose activity, negative = active. actives 0.2% (n = 390,000); note: potency is the fitted concentration of half-maximal effect; % of control where 0% means no effect; nearly all actives have a fitted effect of over 65% in size
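Fluorescence increase (Ex 488/Em 500-530) after overnight compound treatment at 37 deg C flags inhibition of Vif-driven A3F-eYFP loss in stable HeLa A3F-eYFP/Vif cells seeded overnight beforehand.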
USP1 inh: USP1/UAF1 (human) deubiquitinase inhibition; actives 0.23% (n = 390,000); O94782; Potency, µM (series often up to 57.1 µM), for inactives: top-dose activity change, negative = inhibition, actives largely listed as inhibitors; AID 743255; recombinant USP1/UAF1, Ub-Rhodamine cleavage fluorescence; note: potency is the fitted concentration of half-maximal effect; % is set by controls: 0 for no effect and ±100 for the full control effect; nearly all actives have a fitted effect of over 60% in size; inactives centre near -12
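In this screen, compounds sit with the deubiquitinase complex (1nM) for 15 min at room temperature before Ub-Rho is added at 150nM final. Fluorescence rise is then followed for 6 reads every 60 seconds.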
IDH1 R132H inh: blocks human mutant IDH1 R132H enzyme; O75874; Potency, µM (highest dose often 76.6 µM), for the others: at the highest dose activity change, negative = inhibition, actives largely listed as inhibitors; actives 0.093% (n = 390,000); IDH1-R132H enzyme, NADPH consumption, diaphorase/resazurin fluorescence; note: potency is the fitted concentration of half-maximal effect; % is set by controls: 0 for no effect and ±100 for the full control effect; nearly all actives have a fitted effect of over 65% in size
Target sequence (O75874 whole entry R132H, stated change not applied): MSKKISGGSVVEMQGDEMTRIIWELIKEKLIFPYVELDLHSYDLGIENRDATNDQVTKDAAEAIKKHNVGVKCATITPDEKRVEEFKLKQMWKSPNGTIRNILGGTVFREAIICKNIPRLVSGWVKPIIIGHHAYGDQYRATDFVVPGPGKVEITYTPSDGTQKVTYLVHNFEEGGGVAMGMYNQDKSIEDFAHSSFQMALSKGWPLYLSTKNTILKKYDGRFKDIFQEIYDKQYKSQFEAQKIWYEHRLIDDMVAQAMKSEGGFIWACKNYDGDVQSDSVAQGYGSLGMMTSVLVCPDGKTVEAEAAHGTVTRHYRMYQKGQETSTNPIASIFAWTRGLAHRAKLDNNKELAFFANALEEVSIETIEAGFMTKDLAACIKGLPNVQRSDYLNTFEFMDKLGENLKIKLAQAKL
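IDH1-R132H (0.5 ug/mL) preincubated 30 min with compound, then NADPH (0.016 mM) and alpha-KG (2 mM) added; 80 min at RT, pH 7.5. Remaining NADPH coupled via diaphorase/resazurin to fluorescence (540/590 nm); concentration-response curves normalized to no-enzyme control.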
LDHA block: inhibitors of human lactate dehydrogenase A; purified LDHA, NADH/diaphorase-resazurin fluorescence; stronger effect = lower value; actives 0.15% (n = 480,000); P00338; AID 1347041; activity change, % (values are at about 110 or 230 µM); in the data active = activity change below about -30%; inconclusive = mostly about -25% to -30%;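 note: plate controls were DMSO wells for no effect and wells without enzyme for full effect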
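Remaining NADH was detected by diaphorase (0.133 mg/mL) converting 37 µM resazurin to fluorescent resorufin, read at 0 and 20 minutes. The preceding 5-minute room-temperature reaction used 2 nM LDHA, 0.2 mM sodium pyruvate and 0.06 mM NADH at pH 7.4.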
Vif-APOBEC3G blk: blocks the Vif interaction with human APOBEC3G; actives 0.076% (n = 410,000); Q9HC16; Potency, µM (titrated, usually from 46.1 µM), without a hit: at the highest dose activity, negative = active, hits mostly inhibitors; HeLa A3G-eYFP + Vif (tagged APOBEC3G with the HIV-1 protein that degrades it), YFP fluorescence, overnight;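 note: potency is the fitted concentration of half-maximal effect; % is set by controls: 0 for no effect and ±100 for the full control effect; nearly all actives have a fitted effect of over 60% in size; hits raise eYFP signal because A3G escapes Vif-driven loss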
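Read-out is eYFP fluorescence (Ex 488/Em 500-530) from Vif-expressing HeLa A3G-eYFP cells; more signal means A3G escaped Vif-mediated degradation. Cells plated overnight, compound pinned in, incubated overnight at 37 deg C.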
TrxR1 substrate: rat thioredoxin reductase 1 substrate activity | purified TrxR1 substrate turnover, NADPH consumption readout | O89049 | Potency, µM (doses to about 114 µM), for the others: at the highest dose activity change, negative = substrate turnover | AID 588456 | actives 0.01% (n = 390,000); note: potency is the fitted concentration of half-maximal effect; % is set by controls: 0 for no effect and ±100 for the full control effect; nearly all actives have a fitted effect of over 50% in size
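Rat TrxR1, dispensed at 90 nM, was prereduced with 400 uM NADPH (final) for 5 min at ~22 deg C, then incubated with compound 15 min before 400 uM selenite. A first-read NADPH fluorescence drop versus no-compound background flagged substrates.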
* = called active by the depositor; ? = inconclusive; . = no result given; & = joins results of further samples; [ ] = another dose, or the depositor's remark. Unless noted, calls come from the whole dose curve; as a rule, active = well fitted curve in the direction sought with a large enough effect; inconclusive = small, poorly fitted or top-dose-only effect, or another doubt; inactive = no such curve, though single readings can be large; an effect the other way counts as inactive or inconclusive. The list is partial, so the mix of outcomes need not match the whole.

SMILES | GRP78 ERSR act | RXFP1 ag | PI4K2A inh | Vif-APOBEC3F blk | USP1 inh | IDH1 R132H inh | LDHA block | Vif-APOBEC3G blk | TrxR1 substrate
COc1ccc(CN2CN=C(Nc3nc4ccccc4s3)NC2)cc1 | 0% | 0.5% | 4 | 4% | -22% | 0% | 2 | 3% | 14%
Cc1ccc(C(=O)Nc2nc3ccccc3n3nnnc23)cc1 | -3% | 3.6% | -2 | 5% | -12% | 7% | -2 | 1% | 7%[57.1 µM]
O=C1N(c2ccccc2C(F)(F)F)O[C@@]1(c1ccccc1)C1CCCC1 | 1% | 2.4% | 0 | 1% | 10% | -2% | 1 | -29% | -11%
COc1ccc(C(=O)N/N=C(\Cc2ncc[nH]2)c2ccccc2)cc1 | 0% | 0.3% | -9 | -8% | -16% | 11% | 0 | -1% | -7%[57.1 µM]
Cc1ccccc1NS(=O)(=O)c1cc(C(=O)NCCC2=CCCCC2)ccc1C | 0% | 1.6% | -2 | 3% | -11% | 0% | 3 | 3% | -3%
Cc1ccc(C)c(C(=O)CSc2nc(N)cc(=O)[nH]2)c1 | -3% | 0.0% | -2 | ? | -8% | 11% | 3 | 1% | 10%
COC(=O)c1cc(NC(=O)Nc2ccccc2OC)cc(C(=O)OC)c1 | -3% | 0.1% | 0 | -1% | -20% | 0% | 3 | 1% | -5%
O=c1[nH]cnc2c1ncn2[C@@H]1O[C@H](COS(=O)(=O)O)[C@@H](O)[C@H]1O | -4% | . | -6 | -1% | ? | 5% | 2 | 1% | -3%
CSc1ncccc1C(=O)Nc1ccc2c(c1)OCO2 | 0% | -0.1% | -4 | -12% | -13% | 2% | -5 | 1% | 3%
CCOc1ccccc1CNCCO | -2% | 0.9% | 0 | -3% | -8% | 5% | 1 | 3% | 6%[57.1 µM]
COc1cc(NC(=O)CSc2nc(=O)n(CCN3CCOCC3)c3c2CCC3)cc(OC)c1 | -7% | 2.0% | -4 | -20% | -6% | 3% | -4 | 0% | 3%[57.1 µM]
CN1c2ccccc2-c2nc(SCC(=O)Nc3ccccc3C(F)(F)F)ncc2S1(=O)=O | -3% | -1.3% | -6 | 3% | -11% | 0% | -18 | -7% | 8%[57.1 µM]

In a second layout: entries from further up
SMILES	GRP78 ERSR act	RXFP1 ag	PI4K2A inh	Vif-APOBEC3F blk	USP1 inh	IDH1 R132H inh	LDHA block	Vif-APOBEC3G blk	TrxR1 substrate
Cc1ccccc1NS(=O)(=O)c1cc(C(=O)NCCC2=CCCCC2)ccc1C	0%	1.6%	-2	3%	-11%	0%	3	3%	-3%
Cc1ccc(C)c(C(=O)CSc2nc(N)cc(=O)[nH]2)c1	-3%	0.0%	-2	?	-8%	11%	3	1%	10%
COC(=O)c1cc(NC(=O)Nc2ccccc2OC)cc(C(=O)OC)c1	-3%	0.1%	0	-1%	-20%	0%	3	1%	-5%
O=c1[nH]cnc2c1ncn2[C@@H]1O[C@H](COS(=O)(=O)O)[C@@H](O)[C@H]1O	-4%	.	-6	-1%	?	5%	2	1%	-3%
CSc1ncccc1C(=O)Nc1ccc2c(c1)OCO2	0%	-0.1%	-4	-12%	-13%	2%	-5	1%	3%

Remaining list, next part:
SMILES | GRP78 ERSR act | RXFP1 ag | PI4K2A inh | Vif-APOBEC3F blk | USP1 inh | IDH1 R132H inh | LDHA block | Vif-APOBEC3G blk | TrxR1 substrate
CNC(=O)c1ccc(CN(C)CC(=O)Nc2ccccc2C(=O)NC2CC2)cc1 | -2% | -0.8% | 2 | -6% | -13% | 4% | 0 | -2% | 3%
Cc1cccc2cc3ccccc3nc12 | -1%&1% | . | 1 | 6% | ? | 25% | -4&-1 | -1%&-1% | 11%[11.4 µM]
O=C(O)CSc1nnc(NC(=O)c2ccc3c(c2)OCO3)s1 | -13% | 1.1% | 1 | -4% | -30% | 0% | -8 | -7% | -5%[57.1 µM]
CCN(CC)CCNC(=O)c1ccc(NC(=O)/C=C/c2ccc3ccccc3n2)cc1 | -6% | 0.1% | -1 | -2% | -8% | 13% | -9 | -27% | -14%
Cc1ccc2c(c1)c1c3n2CCN(CC(N)=O)C3CCC1 (stereo not drawn) | 7% | -1.6% | -3 | -2% | -11% | -11% | 0 | -3% | 2%
Cc1csc(CN(C)C(=O)c2cn(Cc3cccc4ccccc34)nn2)n1 | 2% | 0.2% | 2 | 10% | -19% | 4% | -2 | -2% | -4%
CC(C)c1ccc2[nH]c(O)c(N=NC(=O)c3cccc(S(=O)(=O)Nc4cccc(Cl)c4)c3)c2c1 | 0% | -0.6% | -7 | 3% | -18% | 4% | -7 | -1% | 1%
CCCn1c(NCc2ccccc2C)nc2ccccc21 | 2% | -4.0% | -2 | -2% | -20% | -13% | -2 | -5% | -1%
C=CCNC(=O)C1CCN(S(=O)(=O)c2ccc(Br)cc2)CC1 | 3% | 2.7% | -2 | . | -19% | 0% | -3 | 3% | -2%
Cc1cc(Cl)cc(C)c1OCC(=O)NC1CCCCCC1 | 2% | . | 0 | 1% | -25% | -6% | -6 | 0% | 4%
COC(=O)C1(C)Nc2ccccc2C(=O)N1c1ccccc1C (stereo not drawn) | -3% | 0.8% | 1 | 0% | -7% | -1% | 0 | -2% | 46%[activator][57.1 µM]
Cc1cc(C)c2nc(SCCC#N)nc(C)c2c1 | 4% | 0.8% | -2 | 0% | -3% | 2% | 0 | -5% | 2%
CC(NC(=O)COC(=O)c1ccc(Br)o1)c1ccccc1 (stereo not drawn) | -2% | 0.8% | 0 | 7% | 2% | 3% | -2 | 1% | -6%
Cc1ccc(S(=O)(=O)N2C[C@H]3n4c(=O)ccc(=O)n4C[C@H](OC(=O)NCC4CCCCC4)[C@@]3(O)C2)cc1 | -12% | . | -1 | 1% | -10% | 14% | -5 | -22% | .
COCCN1C(=O)c2cc(C(=O)Nc3ccc(OC)c(OC)c3)ccc2C1Nc1ccc(OC)c(OC)c1 (stereo not drawn) | -1% | -0.5% | 0 | 6% | -22% | 0% | 9 | -14% | 1%
CC(=O)Nc1cccc(NC(=O)c2cccc(-c3ccc(O)cc3)c2)c1 | 0% | -0.1% | -9 | 8% | -15% | 13% | -10 | ? | 13%[57.1 µM]
COc1ccc(-n2ncc3c2CC(C)(C)CC3NC(=O)c2oc(C)cc2C)cc1 (stereo not drawn) | -4% | 0.9% | -3 | 0% | ? | -8% | -1 | -5% | 0%
O=C1CN(C(=O)COC(=O)COc2ccccc2)c2ccccc2N1 | -4% | . | 0 | 1% | -11% | 0% | -2 | 1% | 3%
Cc1ccc(CONC(=O)/N=C/N(C)C)cc1 | -4% | -0.8% | 0 | -6% | -18% | -2% | -4 | 0% | -4%
O=C(NCc1cccnc1)c1ccccc1NS(=O)(=O)c1ccc(F)cc1 | -6% | 2.4% | 2 | 2% | -6% | 0% | -6 | 0% | 2%
CCN(c1c(C)n(C)n(-c2ccccc2)c1=O)S(C)(=O)=O | -1% | 0.5% | -4 | . | 4% | 6% | -8 | 0% | 3%
NS(=O)(=O)c1ccc(NNC(=O)c2sccc2Cl)cc1 | 1% | 4.4% | 4 | ? | -5% | 11% | -2 | 2% | 2%[57.1 µM]
COc1cc(C(=O)Nc2ccc([N+](=O)[O-])cn2)cc(OC)c1OC | -3% | 2.5% | -1 | 5% | -11% | 0% | -5 | -1% | -4%
O=C(Nc1ccc2c(c1)OCCO2)c1ccco1 | -6% | -1.9% | -4 | -4% | -8% | 2% | -4 | 2% | 3%
CC(C)C(=O)NCc1cc(-c2ccccc2)no1 | -2% | 1.3% | -3 | -4% | 5% | -19% | -3 | 0% | -3%
O=C(NCc1ccco1)C(c1cccs1)N(C(=O)C1COc2ccccc2O1)c1cccc(O)c1 (stereo not drawn) | -8% | -1.2% | 1 | 0% | -22% | -14% | 2 | -1% | -2%[57.1 µM]
CC(=O)NS(=O)(=O)c1ccc(NC(=O)c2ccc(-n3nc(C)cc3C)cc2)cc1 | 1% | 0.6% | 0 | 2% | -21% | 2% | -13 | -2% | 3%

Record cards (already shown). Order of values: GRP78 ERSR act	RXFP1 ag	PI4K2A inh	Vif-APOBEC3F blk	USP1 inh	IDH1 R132H inh	LDHA block	Vif-APOBEC3G blk	TrxR1 substrate
COc1ccc(-n2ncc3c2CC(C)(C)CC3NC(=O)c2oc(C)cc2C)cc1 (stereo not drawn) is listed as -4%	0.9%	-3	0%	?	-8%	-1	-5%	0%
Cc1ccc2c(c1)c1c3n2CCN(CC(N)=O)C3CCC1 (stereo not drawn) is listed as 7%	-1.6%	-3	-2%	-11%	-11%	0	-3%	2%
Cc1cc(Cl)cc(C)c1OCC(=O)NC1CCCCCC1 is listed as 2%	.	0	1%	-25%	-6%	-6	0%	4%
O=c1[nH]cnc2c1ncn2[C@@H]1O[C@H](COS(=O)(=O)O)[C@@H](O)[C@H]1O is listed as -4%	.	-6	-1%	?	5%	2	1%	-3%
